Screening data deposited in PubChem by National Center for Advancing Translational Sciences (NCATS).
ALOX12 inh = inhibitors of human 12S-lipoxygenase ALOX12; purified 12hLO, xylenol orange hydroperoxide absorbance; actives 1.1% (n = 580,000); AID 1671190; Potency, µM (highest dose often 108 µM), for the others: at the highest dose activity change, negative = inhibition, actives largely listed as inhibitors; further: potency means the concentration at half of the fitted maximal effect; on the % scale 0 is the no-effect control and ±100 the full control effect
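Hydroperoxide product was detected by ferrous iron/xylenol orange as the 573 to 405 nm absorbance ratio. Arachidonic acid at 40 uM (final) was turned over for 30 min at room temperature by 150 nM human 12hLO, pH 7.0 Hepes buffer, after 15 min compound preincubation.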
Pol eta inh = inhibitors of human DNA polymerase eta | Q9Y253 | recombinant Pol eta, fluorescent DNA replication assay | Potency, µM (top dose mostly 114 µM), for inactives: at the highest dose activity change, negative = inhibition, most hits filed as inhibitors | actives 1.2% (n = 390,000) | AID 588591; further: potency means the concentration at half of the fitted maximal effect; on the % scale 0 is the no-effect control and ±100 the full control effect
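Pol eta (10 nM) was preincubated with compounds for 15 min at room temperature, after which fluorescent replication substrate (50 nM final) was added to start the reaction. Fluorescence was read kinetically at 0 and 10 min.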
APE1 inh = inhibitors of human APE1 endonuclease. AID 2517. actives 0.35% (n = 350,000). Potency, µM (top dose mostly 65.8 µM), for the others: at the top dose activity change, negative = inhibition, hits mostly inhibitors. recombinant APE1, TAMRA/BHQ-2 abasic DNA cleavage fluorescence;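 further: potency means the concentration at half of the fitted maximal effect; plate controls were vehicle for no effect and reference inhibitor for full effect; nearly all actives have a fitted effect of over 55% in size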
Target sequence (P27695 whole entry, looked up): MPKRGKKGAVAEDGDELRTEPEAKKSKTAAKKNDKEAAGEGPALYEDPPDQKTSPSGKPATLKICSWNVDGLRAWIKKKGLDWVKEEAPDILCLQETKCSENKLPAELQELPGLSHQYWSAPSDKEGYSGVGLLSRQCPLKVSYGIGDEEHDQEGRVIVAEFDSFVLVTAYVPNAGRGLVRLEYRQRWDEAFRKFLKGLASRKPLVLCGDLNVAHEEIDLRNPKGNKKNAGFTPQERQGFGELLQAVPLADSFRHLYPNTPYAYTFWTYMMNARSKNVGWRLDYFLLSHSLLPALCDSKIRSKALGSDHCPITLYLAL
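Endonuclease cleavage of a quenched abasic-site DNA duplex (50 nM) by APE1 (0.75 nM) was tracked by TAMRA dequenching. Compounds were preincubated with enzyme 15 min at room temperature; data normalized to buffer-only and DMSO wells plus NSC13755 control.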
LDHA inh = blocks human lactate dehydrogenase A; purified LDHA, NADH/diaphorase-resazurin fluorescence; active compounds read low; activity change, % (values are at about 110 or 230 µM); AID 1347041; actives 0.15% (n = 480,000); in the data active means activity change below about -30%; inconclusive means mostly about -25% to -30%;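 further: plate controls were DMSO wells for no effect and wells without enzyme for full effect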
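Enzyme activity of human lactate dehydrogenase 5 (2 nM; 0.06 mM NADH, 0.2 mM pyruvate, 5 min, RT) is measured via a resazurin/diaphorase fluorescence readout of residual NADH.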
Pol kappa inh = DNA polymerase kappa (human) inhibition; Potency, µM (series often up to 107 µM), for inactives: at the highest dose activity, negative = inhibition, hits mostly inhibitors; purified Pol kappa, fluorescent DNA synthesis assay, 10 min; AID 588579; actives 0.53% (n = 400,000); further: potency means the concentration at half of the fitted maximal effect; on the % scale 0 is the no-effect control and ±100 the full control effect
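First, compounds were pin-transferred onto 10 nM Pol kappa. After 15 min at room temperature, substrate was added to 50 nM final. Fluorescence was then measured kinetically at 0 and 10 min.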
RGS4 inhibitor = blocks human RGS4-accelerated GTP hydrolysis. P49798. Transcreener GDP fluorescence polarization, RGS4-accelerated GTP hydrolysis. Potency, µM (doses to about 114 µM), for the others: top-dose activity change, negative = inhibition, hits mostly inhibitors. actives 0.039% (n = 390,000). AID 504845; further: potency means the concentration at half of the fitted maximal effect; on the % scale 0 is the no-effect control and ±100 the full control effect; nearly all actives have a fitted effect of over 75% in size; some results filed as inactive show a strong effect at the top dose
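MLSMR compounds (23 nl, pin-transferred) preincubated 10 min at room temperature with a 500nM (2x) first reagent, then RGS4 at 900nM (2x) plus Transcreener GDP mix added; fluorescence polarization (620/688 nm) read before and after 90 min at 30 °C.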
ERG-DNA inh = inhibitors of human ERG Ets domain-DNA interaction | P11308 | fluorescence polarization, His-ERG Ets domain / labelled DNA | Potency, µM (series often up to 76.9 µM), for the others: top-dose FP activity, negative = inhibition, usual class: inhibitors | actives 0.028% (n = 370,000); active means well fitted inhibition curve with a large enough effect in the polarisation, with a control signal flat; inconclusive means small, poorly fitted or top-dose-only effect, or effect the other way, or a change in a side signal; inactive means no such curve, though single readings can be large or run the other way; the % refers to the polarisation;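 further: polarization taken with two DNA probes labelled with fluorescein and Texas red; potency means the concentration at half of the fitted maximal effect; % of control where 0% means no effect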
Target sequence (P11308 whole entry, looked up, the tested form may be a part): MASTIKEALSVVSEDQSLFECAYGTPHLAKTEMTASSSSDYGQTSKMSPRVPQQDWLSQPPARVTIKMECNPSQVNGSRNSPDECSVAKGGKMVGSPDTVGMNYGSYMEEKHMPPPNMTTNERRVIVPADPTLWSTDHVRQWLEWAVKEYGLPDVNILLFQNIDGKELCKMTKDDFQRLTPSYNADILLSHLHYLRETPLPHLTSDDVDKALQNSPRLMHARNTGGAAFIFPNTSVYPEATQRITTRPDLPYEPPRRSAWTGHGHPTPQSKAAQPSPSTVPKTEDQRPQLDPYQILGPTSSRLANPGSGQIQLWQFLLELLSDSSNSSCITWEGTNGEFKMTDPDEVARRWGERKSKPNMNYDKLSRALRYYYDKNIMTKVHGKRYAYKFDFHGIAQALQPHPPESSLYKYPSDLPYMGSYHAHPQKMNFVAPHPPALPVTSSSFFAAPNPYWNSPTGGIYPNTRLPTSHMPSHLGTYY
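His-tagged ERG Ets domain (1 uM in the protein solution; 300mM KCl, 50mM Tris-HCl, 1mM EDTA, 1mM DTT, pH 7.5) received compound, then a probe mix of 5 nM fluorescein-DNA and 100nM Texas-615-DNA. Fluorescence polarization was read for both dyes.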
POLB inh = blocks human DNA polymerase beta activity; actives 1.3% (n = 340,000); P06746; Pol beta primer extension/strand displacement, fluorescence kinetic; Potency, µM (titrated, usually from 114 µM), inactives show at the top dose activity change, negative = inhibition, usual class: inhibitors; further: potency means the concentration at half of the fitted maximal effect; on the % scale 0 is the no-effect control and ±100 the full control effect
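Values derive from four-parameter Hill fits of normalized kinetic data: reads at 0 and 10 min following addition of 50 nM substrate to 10 nM Pol beta preincubated 15 min with compound.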
Apoferritin bind = candidate novel general anesthetic via apoferritin binding; P02791; apoferritin/1-aminoanthracene competitive binding, fluorescence; Potency, µM (titrated, usually from 77.5 µM), inactives show at the top dose activity change, negative = displacement, most hits filed as inhibitors; actives 0.074% (n = 350,000); AID 485281; further: potency means the concentration at half of the fitted maximal effect; on the % scale 0 is the no-effect control and ±100 the full control effect; nearly all actives have a fitted effect of over 20% in size
Target sequence (P02791 2-175 limits assumed): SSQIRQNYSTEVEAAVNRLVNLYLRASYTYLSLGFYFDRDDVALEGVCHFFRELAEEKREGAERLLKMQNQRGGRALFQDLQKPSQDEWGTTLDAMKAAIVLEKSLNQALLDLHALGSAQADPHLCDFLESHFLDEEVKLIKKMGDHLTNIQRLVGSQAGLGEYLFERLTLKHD
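Concentration-response curves derived by four-parameter Hill fitting of normalized fluorescence, where compounds displaced 1-AMA from 10 uM horse apoferritin following a brief 10 min room-temperature incubation; propofol titration acted as positive control.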
Numbers without * were called inactive; [ ] = dose if it differs, or a comment. Unless noted, the call rests on the fitted dose curve; in most records, active means well fitted curve in the direction sought with a large enough effect; inconclusive means small, poorly fitted or top-dose-only effect, or another doubt; inactive means no such curve, though single readings can be large; an effect the other way counts as inactive or inconclusive.

CC(C)c1cc(C(=O)N/N=C/c2cccnc2)cs1 was read as ALOX12 inh 4%, Pol eta inh inconclusive, APE1 inh -10%, LDHA inh -5, Pol kappa inh 2%, RGS4 inhibitor 23%, ERG-DNA inh -2%, POLB inh 30% and Apoferritin bind -11%.
`N#CC1CN(Cc2ccccc2)CN(Cc2ccccc2)C1` gave ALOX12 inh 29%, Pol eta inh -9%, APE1 inh -4%, LDHA inh -3, Pol kappa inh -4%, RGS4 inhibitor 5%, ERG-DNA inh 12%, POLB inh 17% and Apoferritin bind -12%.
For Clc1ccc(CN2CCSCC2)c(Cl)c1 the results were ALOX12 inh inconclusive, Pol eta inh 10%, APE1 inh 35%, LDHA inh -21, Pol kappa inh inconclusive, RGS4 inhibitor 16%, ERG-DNA inh -3%, POLB inh 4% and Apoferritin bind inconclusive.
`Cc1cccc(C)c1NC(=O)CNCC(=O)N(C)C` gave ALOX12 inh -18%, Pol eta inh -17%, APE1 inh -6%, LDHA inh -6, Pol kappa inh -18%, RGS4 inhibitor -2%, ERG-DNA inh -1%, POLB inh 0% and Apoferritin bind 4%.
`Cc1csc(=O)n1CCC(=O)OCC(=O)c1c(N)n(CC(C)C)c(=O)n(C)c1=O` gave ALOX12 inh -29%, Pol eta inh -2%, APE1 inh 21%, LDHA inh -5, Pol kappa inh -2%, RGS4 inhibitor -32% and ERG-DNA inh 15%.
For COc1ccc(COC(=O)c2ccc(Cl)c(S(=O)(=O)N3CCOCC3)c2)cc1F the results were ALOX12 inh -29%, Pol eta inh -4%, APE1 inh 9%, LDHA inh -6, Pol kappa inh -10%, RGS4 inhibitor 0%, ERG-DNA inh 8%, POLB inh 17% and Apoferritin bind inconclusive.
Screening O=C(OCC(=O)C12CC3CC(CC(C3)C1)C2)c1ccc(O)cc1 returned ALOX12 inh 0%, Pol eta inh -18%, APE1 inh -8%, LDHA inh -9, Pol kappa inh -5%, RGS4 inhibitor 19% and ERG-DNA inh -3%.
Screening Cc1ccc(C(=O)/C=C/c2c(C)nn(-c3ccccc3)c2Cl)cc1 returned ALOX12 inh 0%, Pol eta inh 0%, APE1 inh -5%, LDHA inh -2, Pol kappa inh -21%, RGS4 inhibitor -7%, ERG-DNA inh 4%, POLB inh -1% and Apoferritin bind -8%.
Screening CCOc1ccc(NC(=O)CN(C)C(=O)CCCc2c[nH]c3ccccc23)cc1OCC returned ALOX12 inh -24%, Pol eta inh -5%, APE1 inh -15%, LDHA inh -1, Pol kappa inh -8%, RGS4 inhibitor 8% and ERG-DNA inh 14%.
Screening COc1ccc(CCNC(=O)/C=C/c2ccco2)cc1 returned ALOX12 inh 0%, Pol eta inh -11%, APE1 inh -9%, LDHA inh 0, Pol kappa inh -28%, RGS4 inhibitor inconclusive, ERG-DNA inh 4%, POLB inh inconclusive and Apoferritin bind -7%.
`O=C(COc1cccc(Cl)c1)Nc1ccccc1N1CCCCC1` gave ALOX12 inh -1%, Pol eta inh -31%, APE1 inh 0%, LDHA inh -1, Pol kappa inh -11%, RGS4 inhibitor 13% and ERG-DNA inh 0%.
Screening Cc1cccc(CN2CC34CCC(CC3S2(=O)=O)O4)c1 (centres undefined) returned APE1 inh 18%, Pol kappa inh inconclusive, RGS4 inhibitor 10% and Apoferritin bind -16%.
For CC1(C(=O)N(c2ccccc2)C(C(=O)NC2CCCC2)c2ccccn2)CC(=O)N=C2C=CC=CN21 (centres undefined) the results were ALOX12 inh 0%, Pol eta inh -14%, APE1 inh 21%, LDHA inh -1, Pol kappa inh 1%, RGS4 inhibitor -18%, ERG-DNA inh 5%, POLB inh 4% and Apoferritin bind -12%.
Screening O=C(CSc1ccc(Cl)cc1)N1CCN(c2ccc([N+](=O)[O-])cc2Cl)CC1 returned ALOX12 inh inconclusive, Pol eta inh 4%, APE1 inh -5%, LDHA inh -3, Pol kappa inh -8%, RGS4 inhibitor -50%, ERG-DNA inh 7%, POLB inh 2% and Apoferritin bind inconclusive.
`CC(C)(C)C1CCc2onc(C(=O)Nc3ccc4c(c3)OCO4)c2C1` (centres undefined) gave ALOX12 inh -16%, Pol eta inh -4%, APE1 inh 34%, LDHA inh -11, Pol kappa inh -12%, RGS4 inhibitor 10%, ERG-DNA inh -12%, POLB inh 12% and Apoferritin bind 0%.

Retrieved by compound from the list above:
`Cc1csc(=O)n1CCC(=O)OCC(=O)c1c(N)n(CC(C)C)c(=O)n(C)c1=O` gave ALOX12 inh -29%, Pol eta inh -2%, APE1 inh 21%, LDHA inh -5, Pol kappa inh -2%, RGS4 inhibitor -32% and ERG-DNA inh 15%.
`N#CC1CN(Cc2ccccc2)CN(Cc2ccccc2)C1` gave ALOX12 inh 29%, Pol eta inh -9%, APE1 inh -4%, LDHA inh -3, Pol kappa inh -4%, RGS4 inhibitor 5%, ERG-DNA inh 12%, POLB inh 17% and Apoferritin bind -12%.

Additional compounds follow:
Screening COc1ccc(CCOC(=O)c2ccc(NC(=O)CC#N)cc2)cc1 returned ALOX12 inh -17%, Pol eta inh -4%, APE1 inh 17%, LDHA inh -4, Pol kappa inh -14%, RGS4 inhibitor 5%, ERG-DNA inh 14%, POLB inh -16% and Apoferritin bind -13%.
`Cc1cc(Cl)c(C)c(S(=O)(=O)Oc2ccccc2NC(=O)CCC(=O)O)c1Cl` gave ALOX12 inh inconclusive, Pol eta inh 1%, APE1 inh 5%, LDHA inh -3, Pol kappa inh -9%, RGS4 inhibitor 10% and ERG-DNA inh -2%.
`CC(=O)N1N=C(N)SC1(C)C` gave ALOX12 inh 0%, Pol eta inh -14%, APE1 inh 0%, LDHA inh -3, Pol kappa inh -9%, RGS4 inhibitor -44%, ERG-DNA inh -8%, POLB inh -13% and Apoferritin bind -3%.
For Cc1ccc(NC(=S)N/N=C/c2ccc([N+](=O)[O-])s2)cc1 the results were ALOX12 inh inconclusive, Pol eta inh -19%, APE1 inh 16%, LDHA inh -3, Pol kappa inh -6%, RGS4 inhibitor inconclusive, ERG-DNA inh 5%, POLB inh -9% and Apoferritin bind -23%.
CSc1ncc(Cl)c(C(=O)Nc2c(C(=O)c3ccc(C)cc3)oc3ccccc23)n1 was read as ALOX12 inh -19%, Pol eta inh -8%, LDHA inh -11, Pol kappa inh 10%, RGS4 inhibitor 18%, ERG-DNA inh 1%, POLB inh 31% and Apoferritin bind 7%.
Screening CC(C)(C)NC(=O)C(c1ccc(F)cc1)N(CC1CCCO1)C(=O)c1csnn1 (centres undefined) returned ALOX12 inh 13%, Pol eta inh -3%, APE1 inh 13%, LDHA inh -6, Pol kappa inh -17%, RGS4 inhibitor 1%, ERG-DNA inh -3%, POLB inh 11% and Apoferritin bind -5%.
Cc1ccc(-c2ccc(SCC(=O)Nc3ccc4c(c3)OCCO4)nn2)cc1 was read as ALOX12 inh 2%, Pol eta inh inconclusive, APE1 inh -9%, LDHA inh -3, Pol kappa inh -32%, RGS4 inhibitor -29%, ERG-DNA inh -5%, POLB inh inconclusive and Apoferritin bind inconclusive.
C=CCNC(=O)/C(C#N)=C/c1c(N2CCN(c3ccc(OC)cc3)CC2)nc2c(C)cccn2c1=O was read as ALOX12 inh 3%, Pol eta inh -16%, APE1 inh 21%, LDHA inh -4, Pol kappa inh -13%, RGS4 inhibitor inconclusive, ERG-DNA inh -5%, POLB inh 20% and Apoferritin bind -2%.
For Cc1nc([N+](=O)[O-])c(Br)n1CC(=O)c1cccc([N+](=O)[O-])c1 the results were ALOX12 inh inconclusive, Pol eta inh -9%, APE1 inh 6%, LDHA inh -6, Pol kappa inh inconclusive, RGS4 inhibitor -11%, ERG-DNA inh 6%, POLB inh 9% and Apoferritin bind -19%.
Screening CCC1Sc2ccccc2N(CC(=O)NC2CCCC2)C1=O (centres undefined) returned ALOX12 inh -12%, Pol eta inh 0%, APE1 inh -2%, LDHA inh -1, Pol kappa inh -11%, RGS4 inhibitor 20%, POLB inh 78% and Apoferritin bind -16%.
Fc1ccccc1N1CCN(c2ncc3c(n2)CCN(Cc2ccc(Br)s2)C3)CC1 was read as ALOX12 inh -16%, Pol eta inh -2%, LDHA inh -4, Pol kappa inh -9%[60.1 µM], RGS4 inhibitor -16%, ERG-DNA inh 0%, POLB inh -18% and Apoferritin bind 18%.
For O=S(Cc1ccc(Cl)cc1)CC(O)COc1ccc(Cl)cc1 (centres undefined) the results were ALOX12 inh inconclusive, Pol eta inh -8%, APE1 inh -7%, LDHA inh 8, Pol kappa inh -7%, RGS4 inhibitor 3%, ERG-DNA inh 2%, POLB inh 1% and Apoferritin bind inconclusive.
Screening COc1ccc(CC(=O)NNS(=O)(=O)c2ccccc2)cc1OC returned ALOX12 inh -11%, Pol eta inh -26%, APE1 inh 9%, LDHA inh 0, Pol kappa inh 0%, RGS4 inhibitor -3%, ERG-DNA inh 8%, POLB inh 13% and Apoferritin bind -2%.
CCOC(=O)N1CCc2c(sc3ncn(C)c(=O)c23)C1 was read as ALOX12 inh 16%, Pol eta inh -19%, APE1 inh 5%, LDHA inh -1, Pol kappa inh 5%, RGS4 inhibitor -7%, ERG-DNA inh 3%, POLB inh 15% and Apoferritin bind -4%.

An excerpt (hit frequency here may not be typical).
